GLS inhibitor = blocks human kidney-isoform glutaminase activity | Potency, µM (top dose mostly 45.5 µM), inactives show at the top dose activity change, negative = inhibition, usual class: inhibitors | GLS enzymatic activity, qHTS titration | 0.21% of 410,000 active | AID 624170 | O94925; also: potency is read from the fitted curve at half-maximal effect; % is scaled to controls: 0 for no effect and ±100 for the full control effect
Target sequence (O94925 whole entry, looked up, canonical isoform): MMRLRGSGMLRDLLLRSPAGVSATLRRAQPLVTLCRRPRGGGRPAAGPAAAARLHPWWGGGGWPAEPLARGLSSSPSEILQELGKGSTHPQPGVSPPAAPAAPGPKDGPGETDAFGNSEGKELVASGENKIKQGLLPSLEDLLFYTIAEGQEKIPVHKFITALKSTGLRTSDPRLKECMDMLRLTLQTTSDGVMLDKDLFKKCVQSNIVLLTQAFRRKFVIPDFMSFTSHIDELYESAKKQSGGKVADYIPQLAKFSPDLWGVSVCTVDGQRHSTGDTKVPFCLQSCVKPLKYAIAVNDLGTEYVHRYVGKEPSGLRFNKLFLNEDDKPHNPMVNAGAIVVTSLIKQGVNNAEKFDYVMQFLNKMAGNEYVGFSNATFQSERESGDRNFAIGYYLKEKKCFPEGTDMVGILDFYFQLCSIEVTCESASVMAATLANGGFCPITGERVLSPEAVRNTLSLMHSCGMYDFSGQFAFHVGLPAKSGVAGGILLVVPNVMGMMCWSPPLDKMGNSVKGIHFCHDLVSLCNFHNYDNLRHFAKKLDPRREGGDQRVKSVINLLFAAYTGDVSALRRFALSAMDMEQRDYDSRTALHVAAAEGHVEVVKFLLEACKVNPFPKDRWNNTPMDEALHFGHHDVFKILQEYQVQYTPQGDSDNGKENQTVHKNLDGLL
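hKGA; 45 mM KH2PO4 pH 8.2 + 0.02% Tween-20; cpd via pin tool; 1 mM Gln soln; GluOx/HRP/Amplex Red; RT 30 min; fluor. t0 & final.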
JMJD2A Tudor = JMJD2A Tudor domain (human) inhibition | O75164 | AlphaScreen JMJD2A-Tudor / H3K4me3 peptide binding | Potency, µM (top dose mostly 114 µM), for the others: at the top dose activity change, negative = inhibition, hits mostly inhibitors | 4.4% of 390,000 active; also: potency is read from the fitted curve at half-maximal effect; % is scaled to controls: 0 for no effect and ±100 for the full control effect; nearly all actives have a fitted effect of over 50% in size
BAZ2B inh = blocks human BAZ2B; Q9UIF8; AlphaScreen BAZ2B-H3K14Ac peptide displacement; Potency, µM (top dose mostly 114 µM), for inactives: at the top dose activity change, negative = inhibition, hits mostly inhibitors; 4.4% of 360,000 active; AID 504333; also: potency is read from the fitted curve at half-maximal effect; % is scaled to controls: 0 for no effect and ±100 for the full control effect; nearly all actives have a fitted effect of over 60% in size
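Multi-concentration screen (max 110 uM) measuring displacement of acetylated histone H3 peptide from BAZ2B by AlphaScreen, using 50 nM protein, 50 nM peptide and 10 ug/mL streptavidin donor plus Ni-chelate acceptor beads.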
12-LOX inh = inhibitors of human 12S-lipoxygenase ALOX12; 1.1% of 580,000 active; Potency, µM (doses to about 108 µM), for inactives: at the highest dose activity change, negative = inhibition, hits mostly inhibitors; P18054; purified 12hLO, xylenol orange hydroperoxide absorbance; also: potency is read from the fitted curve at half-maximal effect; % is scaled to controls: 0 for no effect and ±100 for the full control effect
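Purified human 12hLO at 150 nM in 25 mM Hepes, 0.01% Triton X-100, pH 7.0, preincubated 15 min at room temperature with compound. Reaction started with 40 uM arachidonic acid, 30 min at room temperature. Hydroperoxide measured by Fe-xylenol orange, 573/405 nm absorbance ratio.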
PI4K2A inh = PI4K2A (human) kinase inhibition; purified PI4K2A, ADP-Glo luminescence, 1 h; hits give low values; Q9BTU6; 0.13% of 420,000 active; activity change, negative = inhibition, % at 76.9 µM; in the data active = activity change below about -50%; inconclusive = mostly about -30% to -49%;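 also: -100% = wells without enzyme as full effect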
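Compounds are screened against recombinant PI4K2A using PI as substrate and ATP, the latter dispensed at 300 microM. Reactions run one hour at ambient temperature before ADP-Glo detection; full inhibition defined by wells lacking enzyme.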
ERG Ets-DNA blk = blocks human ERG Ets domain binding to DNA; P11308; fluorescence polarization, His-ERG Ets domain / labelled DNA; Potency, µM (top dose mostly 76.9 µM), inactives show top-dose FP activity, negative = inhibition, hits mostly inhibitors; 0.028% of 370,000 active; active = well fitted inhibition curve with a large enough effect in the polarisation, with a control signal flat; inconclusive = small, poorly fitted or top-dose-only effect, or effect the other way, or a change in a side signal; inactive = no such curve, though single readings can be large or run the other way; the % refers to the polarisation;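 also: polarization taken with two DNA probes labelled with fluorescein and Texas red; potency is read from the fitted curve at half-maximal effect; % of control where 0% means no effect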
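His-tagged ERG Ets domain (1 uM in the protein solution; 300mM KCl, 50mM Tris-HCl, 1mM EDTA, 1mM DTT, pH 7.5) received compound, then a probe mix of 5 nM fluorescein-DNA and 100nM Texas-615-DNA. Fluorescence polarization was read for both dyes.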
G9a inh = blocks human histone lysine methyltransferase G9a; Q96KQ7; G9a H3K9 monomethylation, AlphaScreen, 2 h; 8.8% of 350,000 active; Potency, µM (series often up to 102 µM), inactives show top-dose activity, negative = inhibition, usual class: inhibitors; AID 504332; also: potency is read from the fitted curve at half-maximal effect; % is scaled to controls: 0 for no effect and ±100 for the full control effect; nearly all actives have a fitted effect of over 75% in size
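AlphaScreen read-out: biotin-H3K9 peptide (500 nM) methylation by 20 nM enzyme with 20 uM SAM, 2 h at room temperature after 15 min compound preincubation; anti-monomethyl H3K9 antibody plus donor/acceptor beads, 10 min dark.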
HP1b chromo inh = inhibitors of HP1-beta chromodomain binding to methylated histone tails; Potency, µM (titrated, usually from 114 µM), for inactives: at the highest dose activity change, negative = inhibition, most hits filed as inhibitors; AID 540317; 0.56% of 390,000 active; P83916; AlphaScreen HP1-beta / biotin-H3K9me3 peptide binding; also: potency is read from the fitted curve at half-maximal effect; nearly all actives have a fitted effect of over 70% in size; inactives centre near 23
Target sequence (P83916 whole entry, looked up): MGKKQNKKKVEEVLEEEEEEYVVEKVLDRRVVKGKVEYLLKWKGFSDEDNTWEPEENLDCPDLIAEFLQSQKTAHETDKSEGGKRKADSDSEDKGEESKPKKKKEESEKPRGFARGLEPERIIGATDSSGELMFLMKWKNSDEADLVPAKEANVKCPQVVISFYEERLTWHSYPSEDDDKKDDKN
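HP1-beta protein (50 nM final) preincubated 30 min at room temperature with biotinylated H3(1-18)K9me3 peptide (50 nM) in PBS pH 7.4, 0.01% Tween-20, then compound added for 30 min. AlphaScreen streptavidin donor/nickel chelate acceptor beads (10 ug/mL final), 30 min dark, luminescence read.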
RGS4 inhibitor = human RGS4 inhibition; Transcreener GDP fluorescence polarization, RGS4-accelerated GTP hydrolysis; Potency, µM (titrated, usually from 114 µM), for inactives: at the top dose activity change, negative = inhibition, actives largely listed as inhibitors; 0.039% of 390,000 active; AID 504845; also: potency is read from the fitted curve at half-maximal effect; % is scaled to controls: 0 for no effect and ±100 for the full control effect; nearly all actives have a fitted effect of over 75% in size; some results filed as inactive show a strong effect at the top dose
Target sequence (P49798 whole entry, looked up): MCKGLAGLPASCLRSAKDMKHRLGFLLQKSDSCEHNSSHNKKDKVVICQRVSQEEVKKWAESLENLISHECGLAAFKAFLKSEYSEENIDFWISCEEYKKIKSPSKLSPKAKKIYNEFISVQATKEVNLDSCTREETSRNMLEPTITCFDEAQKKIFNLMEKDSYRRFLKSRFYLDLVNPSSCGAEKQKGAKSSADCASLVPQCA
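MLSMR compounds (23 nl, pin-transferred) preincubated 10 min at room temperature with a 500nM (2x) first reagent, then RGS4 at 900nM (2x) plus Transcreener GDP mix added; fluorescence polarization (620/688 nm) read before and after 90 min at 30 °C.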
Active calls of the source: *; & = joins results of further samples; [ ] = another dose, or the depositor's remark. Unless noted, calls follow the shape of the dose curve; as a rule, active = well fitted curve in the direction sought with a large enough effect; inconclusive = small, poorly fitted or top-dose-only effect, or another doubt; inactive = no such curve, though single readings can be large; an effect the other way counts as inactive or inconclusive. Some of the compounds tested. The share of hits here may be higher or lower than overall.

Results for CC(C)(C)OC(=O)N1CCN(C(=O)c2[nH]cnc2C(=O)NCC(=O)OCc2ccccc2)CC1 ?
GLS inhibitor: 16.5%; JMJD2A Tudor: -19.0%; BAZ2B inh: -1.3%; 12-LOX inh: 13.6%; PI4K2A inh: 1.1; ERG Ets-DNA blk: -2.8%; G9a inh: 70.8µM*; HP1b chromo inh: 27.2%; RGS4 inhibitor: -21.3%

What do the screens show for `O=c1c2ccccc2nc(SCc2ccccc2F)n1C1CCCC1`?
GLS inhibitor: 0.4%; JMJD2A Tudor: -3.6%; BAZ2B inh: 1.7%; 12-LOX inh: -8.0%; PI4K2A inh: -8.0; ERG Ets-DNA blk: 10.7%; G9a inh: 40.5%[activator][59 µM]; HP1b chromo inh: 40.2%[activator]; RGS4 inhibitor: -4.7%

Results for Cc1ccccc1/C=C\c1nc2ccccc2c(=O)n1Cc1ccccc1 ?
GLS inhibitor: inconclusive; JMJD2A Tudor: 18.7%; BAZ2B inh: 11.6%; 12-LOX inh: -12.2%; PI4K2A inh: -1.1; ERG Ets-DNA blk: -5.5%; G9a inh: 3.1%[59 µM]; HP1b chromo inh: 69.7%[activator]; RGS4 inhibitor: 10.8%

Results for Cc1ccc(-c2nc3[nH]c(=O)cc(NC(=O)c4cccs4)n3n2)cc1 ?
GLS inhibitor: inconclusive; JMJD2A Tudor: 0.7%[11.4 µM]; BAZ2B inh: -13.2%; 12-LOX inh: 2.9%; PI4K2A inh: -1.0; ERG Ets-DNA blk: 15.8%; G9a inh: -46.5%; HP1b chromo inh: 50.8%[activator]; RGS4 inhibitor: -16.5%[11.4 µM]

Results for COc1ccc(NC(=O)CC2C(=O)N(c3ccc(Cl)cc3)C(=S)N2CCc2ccncc2)cc1 (stereo unspecified) ?
GLS inhibitor: -1.8%; JMJD2A Tudor: -18.6%; BAZ2B inh: -9.4%; 12-LOX inh: inconclusive; PI4K2A inh: -1.7; ERG Ets-DNA blk: -1.8%; G9a inh: 10.1%; HP1b chromo inh: 37.4%[activator]; RGS4 inhibitor: -37.2%

Results for CC1CCCCC1NC(=O)CC1Oc2ccccc2NC1=O (stereo unspecified) ?
GLS inhibitor: -1.2%; JMJD2A Tudor: -12.4%; BAZ2B inh: 10.7%; 12-LOX inh: 7.6%; PI4K2A inh: -1.4; ERG Ets-DNA blk: 3.1%; G9a inh: -14.6%; HP1b chromo inh: 48.8%[activator]; RGS4 inhibitor: -4.7%

Results for Cc1cc(=O)[nH]c(SCC(=O)c2ccc(F)c(C)c2)n1 ?
GLS inhibitor: -12.4%; JMJD2A Tudor: -3.4%; BAZ2B inh: 9.8%; 12-LOX inh: 9.4%; PI4K2A inh: 3.6; ERG Ets-DNA blk: 3.3%; HP1b chromo inh: 40.4%[activator]; RGS4 inhibitor: 0.5%

Results for COc1cc(/C=C2\C(=N)N3N=C(N4CCOCC4)SC3=NC2=O)ccc1OC(=O)c1ccccc1 ?
GLS inhibitor: 18.3%; JMJD2A Tudor: inconclusive; BAZ2B inh: 50.1µM*; 12-LOX inh: -19.2%; PI4K2A inh: -0.9; ERG Ets-DNA blk: 4.6%; G9a inh: 20µM*; HP1b chromo inh: -15.1%; RGS4 inhibitor: -8.7%

Results for CSc1ccc(/C=N\Nc2nncn2N)cc1 ?
GLS inhibitor: 19.2%; JMJD2A Tudor: -18.3%; BAZ2B inh: -8.4%; 12-LOX inh: inconclusive; PI4K2A inh: -28.4; ERG Ets-DNA blk: -9.4%; G9a inh: inconclusive; HP1b chromo inh: 32.4%; RGS4 inhibitor: -28.2%

What do the screens show for `Cc1ccc(Cl)c(NC(=O)COC(=O)c2ccccc2C(=O)c2ccc(Cl)c([N+](=O)[O-])c2)c1Cl`?
GLS inhibitor: 15.0%; JMJD2A Tudor: -15.1%; BAZ2B inh: 5.0%; 12-LOX inh: -7.1%; PI4K2A inh: 5.8; ERG Ets-DNA blk: 18.0%; G9a inh: 17.9%[59 µM]; HP1b chromo inh: 10.8%; RGS4 inhibitor: -6.3%

What do the screens show for `CCCc1cc(C(=O)Nc2sc3c(c2C#N)CCC3)no1`?
GLS inhibitor: 2.7%; JMJD2A Tudor: -4.2%; BAZ2B inh: 0.8%; 12-LOX inh: -20.3%; PI4K2A inh: -3.7; ERG Ets-DNA blk: 12.6%; G9a inh: 39.8µM*; HP1b chromo inh: -11.1%; RGS4 inhibitor: inconclusive

What do the screens show for `O=C(C1=C[C@@H](c2ccc(C(F)(F)F)cc2)C[C@@H](OCc2ccc(CO)cc2)O1)N1CCN(Cc2ccc3c(c2)OCO3)CC1`?
GLS inhibitor: -8.8%; JMJD2A Tudor: -31.4%; BAZ2B inh: -34.4%; 12-LOX inh: 9.9%; PI4K2A inh: 1.1; ERG Ets-DNA blk: 10.4%; G9a inh: inconclusive; HP1b chromo inh: 7.1%; RGS4 inhibitor: -4.2%

How did CC1=CC(C)(C)C(C(=O)O)C(C(=O)O)C1 (stereo unspecified) do in these assays?
GLS inhibitor: -5.4%; JMJD2A Tudor: -17.3%[57.1 µM]; BAZ2B inh: inconclusive; 12-LOX inh: 0.0%; PI4K2A inh: 3.1; ERG Ets-DNA blk: 1.8%; G9a inh: 15.5%[59 µM]; HP1b chromo inh: 7.0%; RGS4 inhibitor: 5.4%[11.4 µM]

Results for Cc1nc([N+](=O)[O-])cn1CC(O)c1ccc(-c2ccccc2)cc1 (stereo unspecified) ?
GLS inhibitor: 0.2%; JMJD2A Tudor: -24.6%; BAZ2B inh: -13.2%; 12-LOX inh: 0.0%; PI4K2A inh: 5.9; ERG Ets-DNA blk: -5.3%; HP1b chromo inh: 27.3%; RGS4 inhibitor: 4.5%

How did CCCCC(=O)Nc1cccc(-c2nc3ncccc3o2)c1C do in these assays?
GLS inhibitor: 9.0%&-3.4%; JMJD2A Tudor: 8.8%&-14.7%; BAZ2B inh: -0.7%&4.1%; 12-LOX inh: 72.0%&-3.9%&-11.1%[activator]; PI4K2A inh: 4.3&0.2; ERG Ets-DNA blk: -2.5%&1.5%; G9a inh: 19.1%[0.501 µM]; HP1b chromo inh: 20.3%&54.4%; RGS4 inhibitor: -6.4%&-7.1%

What do the screens show for `CCC(C)N(C(=O)c1csnn1)C(C(=O)NC1CCCC1)c1ccc(F)cc1` (stereo unspecified)?
GLS inhibitor: -14.4%; JMJD2A Tudor: -3.1%; BAZ2B inh: -0.4%; 12-LOX inh: -12.6%; PI4K2A inh: -2.8; ERG Ets-DNA blk: -15.5%; G9a inh: 14.9%; HP1b chromo inh: 14.2%; RGS4 inhibitor: 13.0%

How did Cc1ccc(NC(=S)NN2CCN(C)CC2)c(C)c1 do in these assays?
GLS inhibitor: -5.6%; JMJD2A Tudor: -6.7%; BAZ2B inh: 0.7%; 12-LOX inh: -14.3%; PI4K2A inh: 3.2; ERG Ets-DNA blk: -15.3%; G9a inh: 6.8%[59 µM]; HP1b chromo inh: 42.2%[activator]; RGS4 inhibitor: 11.9%

How did Cc1cnc2c(C(=O)O)cnn2c1 do in these assays?
GLS inhibitor: -4.1%; JMJD2A Tudor: inconclusive; BAZ2B inh: inconclusive; 12-LOX inh: -11.2%; PI4K2A inh: 1.2; ERG Ets-DNA blk: -0.9%; G9a inh: 56.2µM*; HP1b chromo inh: inconclusive; RGS4 inhibitor: -47.9%

How did Cc1noc(C)c1C(=O)OCC(=O)c1cc(C)n(Cc2ccccc2Cl)c1C do in these assays?
GLS inhibitor: -4.8%; JMJD2A Tudor: -21.8%; BAZ2B inh: -10.4%; 12-LOX inh: -1.1%; PI4K2A inh: 0.3; ERG Ets-DNA blk: -6.9%; G9a inh: 17.2%[59 µM]; HP1b chromo inh: 19.4%; RGS4 inhibitor: -38.3%

Results for Cc1cc(C)c(S(=O)(=O)NCCOc2ccccc2)c(C)c1-n1cnnn1 ?
GLS inhibitor: -2.4%; JMJD2A Tudor: -15.1%; BAZ2B inh: 12.2%; 12-LOX inh: -0.2%; PI4K2A inh: -2.9; ERG Ets-DNA blk: -9.1%; G9a inh: -4.4%; HP1b chromo inh: 39.3%[activator]; RGS4 inhibitor: -4.3%

What do the screens show for `O=C1CCNc2cc3ccccc3cc21`?
GLS inhibitor: 7.2%; JMJD2A Tudor: -27.8%; BAZ2B inh: inconclusive; PI4K2A inh: -15.1; ERG Ets-DNA blk: -1.4%; G9a inh: inconclusive; HP1b chromo inh: -33.0%; RGS4 inhibitor: -38.8%

What do the screens show for `CCN(CC)CCCN(Cc1cc2cc3c(cc2[nH]c1=O)OCO3)C(=S)Nc1ccc(OC)cc1`?
GLS inhibitor: 0.0%; JMJD2A Tudor: -27.4%; BAZ2B inh: -8.0%; 12-LOX inh: inconclusive; PI4K2A inh: -7.3; ERG Ets-DNA blk: -4.2%; HP1b chromo inh: 4.0%; RGS4 inhibitor: 5.5%

Results for COc1ccc(NC2CCCN(C(=O)c3cc(C)nc4cc(F)ccc34)C2)cc1 (stereo unspecified) ?
GLS inhibitor: -0.8%; JMJD2A Tudor: -29.5%; BAZ2B inh: -12.1%[57.1 µM]; 12-LOX inh: -1.0%; PI4K2A inh: 7.1; ERG Ets-DNA blk: 4.1%; G9a inh: inconclusive; HP1b chromo inh: 8.5%; RGS4 inhibitor: 8.1%[56.9 µM]

Assay outcomes from PubChem BioAssay.
